Bioassay records from PubChem.
GPR55 beta-arrestin: GPR55 agonists via beta-arrestin recruitment, primary screen, imaging, U2OS cells, beta-arrestin-GFP redistribution (AID 1961). U2OS GPR55 beta-arrestin-GFP redistribution imaging; higher % means a stronger effect. activation, % at 10 µM; hits with a dose series show EC50 in µM. actives 0.048% (n = 290,000);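 active = activation above 40% with more than 50 cells counted in the well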;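 note: U2OS osteosarcoma cells stably expressing GPR55 and beta-arrestin-GFP; plate controls were DMSO negative control for no effect and LPI positive control for full effect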
KOR beta-arrestin-1: kappa opioid receptor blockers – cell-based, luminescence, uHTS (AID 1778); KOR beta-arrestin recruitment, luminescence, antagonist mode; higher % means a stronger effect; inhibition, % at 10 µM; hits with a dose series show IC50 in µM; actives 0.091% (n = 290,000); in the data active = inhibition above about 50%; note: strong numbers were not always called active
KOR beta-arrestin-2: kappa opioid receptor activators – cell-based, luminescence, uHTS, primary screen (AID 1777) | KOR beta-arrestin recruitment, luminescence; higher % means a stronger effect | activation, % at 10 µM; hits with a dose series show EC50 in µM | actives 0.02% (n = 280,000); in the data active = activation above about 50%, passing the limit was not always enough; note: a part of the inactive calls stands beside numbers as strong as those of hits
NS5 inhibitors: Dengue-2 NS5 methyltransferase inhibitors, primary screen, biochemical, confirmation dose response (AID 588689); Dengue-2 NS5 methyltransferase capping enzyme assay, biochemical; higher % means a stronger effect; inhibition, % at 25 µM; hits with a dose series show IC50 in µM; actives 0.3% (n = 340,000); in the data active = a potency from the dose series
NOD1 inhibition: NOD1 signaling inhibitors, primary screen, cell-based, luminescence, uHTS (AID 1578) | NOD1-driven NF-kB luciferase reporter cells, luminescence; higher % means a stronger effect | inhibition, % at 4 µM; hits with a dose series show EC50 in µM | actives 1% (n = 290,000); in the data active = inhibition mostly above about 36%, no sharp cut-off; inactive = mostly below about 34%;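 note: HEK-293T reporter cells stimulated with the NOD1 agonist gamma-tri-DAP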
West Nile virus CPE: inhibition of WNV-induced cytopathic effect – cell-based, CPE readout (AID 1621); West Nile virus-infected cells, CPE inhibition; higher % means a stronger effect; actives 0.02% (n = 290,000); CPE inhibition, % at 10 µM; hits with a dose series show IC50 in µM; in the data active = a potency from the dose series; note: strong numbers were not always called active
HIV fusion peptide: inhibitors of HIV fusion peptide binding, primary screen, biochemical, uHTS, fluorescence dequenching (AID 1986) | actives 0.3% (n = 290,000) | inhibition, % at 20 µM; hits with a dose series show IC50 in µM | cell-free peptide binding, fluorescence dequenching, 30 min; higher % means a stronger effect; in the data active = inhibition mostly above about 52%, no sharp cut-off; inactive = mostly below about 76%; note: some results filed as inactive read as strong as hits
GPR55 antagonists: inhibition of LPI-stimulated GPR55 beta-arrestin translocation – imaging, U2OS, beta-arrestin-GFP, LPI agonist, primary screen (AID 2013); U2OS GPR55 beta-arrestin-GFP translocation imaging, LPI antagonism; higher % means a stronger effect; one-dose inhibition, % at 10 µM; IC50 in µM for titrated hits; actives 0.13% (n = 290,000);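 active = spots per cell inhibited over 60%, with over 100 cells counted and total cytoplasm intensity under 500,000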;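 note: U2OS cells stably carrying GPR55 and arrestin-GFP stimulated by 5 µM LPI near EC80; imaged beta-arrestin-GFP aggregate spots per cell after agonist stimulation; plate controls were LPI-stimulated DMSO wells for no effect and DMSO wells without LPI for full effect; some results filed as inactive read as strong as hits; confirmed hits need IC50 under 10 µM and bright autofluorescent wells are also inconclusive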
GPR35 antagonists: GPR35 antagonists blocking zaprinast-driven arrestin recruitment, primary screen, imaging, U2OS, beta-arrestin-GFP, zaprinast agonist (AID 2058); actives 0.052% (n = 290,000); one-dose inhibition, % at 10 µM; IC50 in µM for titrated hits; U2OS GPR35 beta-arrestin-GFP translocation imaging, zaprinast antagonism; higher % means a stronger effect;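 active = inhibition of at least 50% with at least 30 cells and total cytoplasm GFP at most 10,000,000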
NS5 inhibitors pilot replicate: further read-out of NS5 inhibitors, marked with its call; inhibition, %; measured here: pilot screen replicate inhibition
Active calls of the source: *; · = no result given; [ ] = remark or other dose.

SMILES	GPR55 beta-arrestin	KOR beta-arrestin-1	KOR beta-arrestin-2	NS5 inhibitors	NOD1 inhibition	West Nile virus CPE	HIV fusion peptide	GPR55 antagonists	GPR35 antagonists	others
COc1ccc(C2CC(=O)Oc3cc(O)cc(O)c32)cc1 (centres undefined)	0.0%	16%	-4.1%	-2%	1%	-0.6%	-1.0%	6%	1%
CN(CC(=O)OCC(=O)c1c(N)n(C)c(=O)n(C)c1=O)S(=O)(=O)c1ccc(Cl)cc1	-0.2%	-27%	-5.5%	-4%	-8%	0.0%	1.8%	13%	-6%
COC(=O)c1cc(S(=O)(=O)NCCc2sccc2C)c[nH]1	-0.2%	-8%	1.7%	-2%	0%	1.2%	1.2%	3%	5%
Cc1ccc(S(C)(=O)=NC(=O)c2cc(C)on2)cc1 (centres undefined)	0.1%	4%	-1.0%	-6%	3%	0.4%	-0.6%	10%	14%
Cc1ccc(C2/C(=C(/O)c3ccc(Br)cc3)C(=O)C(=O)N2Cc2ccco2)o1 (centres undefined)	-2.3%	-16%	8.3%	>100µM*	50%	0.0%	40%	-5%	1%
Cc1occc1C(=O)N1CCN(c2ccc(Cl)cc2)CC1	-0.2%	-11%	0.9%	-2%	-23%	-1.1%	-0.9%	1%	-6%
CCSc1nc(N2CCOCC2)c2ccccc2n1	0.2%	-23%	-0.9%	0%	1%	·	-0.3%	10%	4%
COc1ccccc1-c1nnc(NC(=O)c2cccc(N3C(=O)CCC3=O)c2)o1	-0.2%	-6%	-1.5%	-1%	-12%	-0.1%	-2.7%	13%	-3%
Clc1ccc(/C=N/N2CCN(Cc3ccccc3)CC2)cc1	-0.3%	-36%[20 µM]	4.9%	-3%	-32%	-1.4%	0.9%	12%	-1%
Cc1cc(C(=O)OCC(=O)c2c(N)n(C)c(=O)n(C)c2=O)c(C)n1-c1ccccc1	30%	10%	·	1%	2%	0.7%	-1.4%	15%	-14%
CN(C)c1ccnc2sc(C(=O)c3ccccc3)c(N)c12	0.1%	6%	-0.4%	-5%	-20%	-0.7%	-1.6%	6%	-20%
COc1ccc(N2C(=NC(=O)CCCc3ccccc3)SC3CS(=O)(=O)CC32)cc1 (centres undefined)	-0.1%	-45%	1.3%	41%	-15%	-0.3%	2.4%	-5%	5%
C=CCOc1c(Br)cc(CNn2nnnc2N)cc1OCC	-0.2%	10%	-2.0%	1%	5%	-0.1%	1.5%	4%	12%
OC(Cn1cncn1)c1ccc(Cl)cc1Cl (centres undefined)	0.5%	-28%	0.3%	1%	-31%	0.0%	-1.0%	-8%	-9%
CCC(=NCCc1c(C)[nH]c2ccccc12)C1=C(O)CC(c2ccccc2)CC1=O (centres undefined)	-0.2%	3%	17%	-2%	1%	-0.3%	-0.5%	2%	-8%
O=S(=O)(c1ccc(F)cc1)N(CCO)CC(O)Cn1c2ccccc2c2ccccc21 (centres undefined)	0.1%	-14%	1.1%	1%	-37%	-0.5%	2.3%	14%	0%
CCCCn1c(=O)n(CC(=O)Nc2ccc(C)c(Cl)c2)c(=O)c2c1ncn2Cc1ccco1	0.3%	4%	0.9%	-22%	·	1.2%	11%	-5%	-12%
COc1ccc(NC(=S)c2ccc(N(C)C)cc2)cc1	0.2%	·	0.0%	-2%	-109%	1.0%	-2.8%	0%	-13%
Cn1nccc1NC(=O)c1nccnc1C(=O)O	0.2%	-5%	-0.2%	-2%	-20%	0.8%	-0.8%	-3%	11%
O=C(O)CC(NC(=O)C1CCCCC1)c1cc([N+](=O)[O-])ccc1Cl (centres undefined)	1.1%	0%	2.7%	-2%	-19%	0.7%	-0.6%	4%	10%
COc1ccc(/C(N)=N/OC(=O)c2ccc([N+](=O)[O-])c(C)c2)cc1OC	0.2%	6%[20 µM]	0.4%	-3%	-13%	0.2%	-1.2%	5%	-3%
C=CCn1cccc(C(=O)Nc2ccc(C)c(C)c2)c1=O	0.0%	-17%	-3.5%	-4%	7%	-0.1%	-1.1%	-16%	-6%
CCOC(=O)c1[nH]cnc1C(=O)Nc1ccccc1OC	0.1%	-33%[20 µM]	·	1%	22%	0.3%	0.0%	7%	5%
CCOc1cccc(C(=O)NC(=S)Nc2cccc(C)c2)c1	0.1%	28%	4.5%	-4%	-36%	0.3%	-1.1%	2%	-8%
COc1ccc(C2/C=C\CN(C(=O)c3ccccc3)CC(=O)N2Cc2ccc(F)cc2)cc1 (centres undefined)	-0.1%	19%	-0.8%	-3%	-10%	-0.1%	-0.6%	-8%	1%
CC(=O)c1cc2c(cc1NC(=O)c1ccccc1C)OCO2	-0.1%	-37%[20 µM]	-4.9%	·	-34%	0.5%	-0.9%	11%	-10%
O=c1cc(CN2CCN(Cc3ccccc3)CC2)c2cc(Cl)ccc2o1	0.5%	-39%	-0.8%	-7%	-14%	-0.6%	5.3%	24%	8%
CCn1cc(C(=O)N2CCN(C(=O)c3ccco3)CC2)c2cc(OC)c(OC)cc2c1=O	-0.5%	-46%	5.3%	2%	-14%	0.1%	-0.4%	-27%	5%
c1ccc(-c2nc3ccccc3c3nncn23)cc1	0.0%	-6%	-4.1%	-2%	0%	·	-1.8%	10%	3%
CC(C)(C)NC(=O)C(c1ccccc1)N(Cc1ccco1)C(=O)c1csnn1 (centres undefined)	-0.2%	4%	2.9%	-3%	0%	-0.1%	-2.4%	-6%	-7%

4 neighbouring compounds from above:
SMILES	GPR55 beta-arrestin	KOR beta-arrestin-1	KOR beta-arrestin-2	NS5 inhibitors	NOD1 inhibition	West Nile virus CPE	HIV fusion peptide	GPR55 antagonists	GPR35 antagonists	others
COc1ccc(C2CC(=O)Oc3cc(O)cc(O)c32)cc1 (centres undefined)	0.0%	16%	-4.1%	-2%	1%	-0.6%	-1.0%	6%	1%
CN(CC(=O)OCC(=O)c1c(N)n(C)c(=O)n(C)c1=O)S(=O)(=O)c1ccc(Cl)cc1	-0.2%	-27%	-5.5%	-4%	-8%	0.0%	1.8%	13%	-6%
COC(=O)c1cc(S(=O)(=O)NCCc2sccc2C)c[nH]1	-0.2%	-8%	1.7%	-2%	0%	1.2%	1.2%	3%	5%
Cc1ccc(S(C)(=O)=NC(=O)c2cc(C)on2)cc1 (centres undefined)	0.1%	4%	-1.0%	-6%	3%	0.4%	-0.6%	10%	14%

Following part.
SMILES	GPR55 beta-arrestin	KOR beta-arrestin-1	KOR beta-arrestin-2	NS5 inhibitors	NOD1 inhibition	West Nile virus CPE	HIV fusion peptide	GPR55 antagonists	GPR35 antagonists	others
Cc1ccc(NS(=O)(=O)c2cc(C(=O)N3CCOCC3)ccc2C)cc1C	0.0%	-42%	-2.6%	·	13%	0.1%	-2.0%	0%	10%
CCCCNC(=O)n1c(=O)oc2ccc(Cl)cc21	0.2%	3%	-2.7%	1%	-3%	0.4%	-0.4%	-1%	10%
CCOC(=O)c1cc2sc(C)cc2n1CC(=O)Nc1ccc2c(c1)OCCO2	0.0%	-3%	-3.3%	-6%	-51%	-0.6%	16%	23%	5%
CCOCc1nnc(NC(=O)CSc2ccccc2)s1	-0.3%	35%	-2.8%	-4%	-5%	0.5%	-0.9%	17%	1%
c1cncc(-c2nc(NCC3CCCO3)c3ccccc3n2)c1 (centres undefined)	0.2%	-34%	3.9%	3%	-5%	1.8%	1.6%	-16%	-8%
Cn1c(SCc2ccc(Cl)cc2)nnc1-c1ccc2nonc2c1	0.0%	2%	-2.7%	-5%	0%	0.0%	2.0%	8%	0%
C=CCOc1ccc(CNc2ccc3[nH]c(=O)[nH]c3c2)cc1OCC	0.1%	-21%[20 µM]	·	-7%	33%	-0.8%	-0.1%	8%	3%
COc1ccc(-n2ncc3c(=O)n(Cc4c(F)cccc4Cl)cnc32)cc1	-0.1%	17%[20 µM]	·	8%	-34%	-1.1%	-0.3%	5%	0%
CC(C)CNC(=O)[C@H](Cc1ccccc1)NC(=O)c1cccs1	0.0%	-30%	3.2%	-8%	-18%	0.1%	0.4%	-7%	-3%
O=C(NCCC(=O)N1CCc2ccccc21)c1ccccc1Cl	-0.2%	-26%	-3.1%	-4%	-19%	-0.7%	1.4%	7%	9%
NS(=O)(=O)c1ccc(NC(=O)CSc2nnc(-c3cnccn3)n2-c2ccccc2)cc1	0.2%	-35%	6.9%	-1%	-29%	-0.1%	0.6%	-7%	-7%
O=C(/C=C/Nc1ccccc1OC(F)(F)F)C(F)(F)F	0.3%	-7%	-1.0%	·	13%	-0.2%	-0.2%	3%	2%
Cc1ccccc1C(=O)NCCNc1ccc([N+](=O)[O-])cc1	-0.1%	-17%	1.3%	-21%	-37%	-0.9%	-1.3%	0%	-11%
COc1ccc(C(=O)NN(C)c2nc(-c3ccccc3)nnc2C(F)(F)F)cc1	-0.2%	-20%	-3.1%	-2%	·	·	-4.4%	6%	14%
Cc1ccc(C(=O)OCn2nnc3ccccc3c2=O)cc1[N+](=O)[O-]	-0.3%	1%	-4.5%	-11%	-29%	-0.1%	-1.9%	-1%	-15%
Cc1c(NC(=O)Cn2nc(C(F)(F)F)c3c2CCCC3)c(=O)n(-c2ccccc2)n1C	-0.1%	39%	-1.4%	1%	·	0.1%	0.8%	7%	-6%
CC(C)C(=O)NC(=S)N(Cc1ccccc1)Cc1ccccc1	-0.2%	-12%	9.9%	-7%	-17%	-0.9%	-2.3%	9%	-12%
CC1CCCC(C)N1c1nnc(N)s1 (centres undefined)	-0.2%	25%	1.4%	-7%	-21%	·	0.3%	14%	-11%
CC(=O)C1C(c2ccc(F)cc2)NC(=O)NC1(O)C(F)(F)F (centres undefined)	0.2%	10%	1.3%	-1%	24%	·	0.6%	11%	0%
Cc1ccc(C(C(=O)NC(C)(C)C)N(CC2CCCO2)C(=O)c2csnn2)cc1 (centres undefined)	0.0%	-6%	1.5%	-3%	-30%	-1.2%	0.6%	4%	1%
CCOC(=O)c1ccc(CSc2nnc(N)s2)cc1	0.0%	24%	-3.3%	5%	-24%	-0.1%	-1.9%	11%	-3%
CCOC(=O)c1cc2c(nc1N)CC(C)(CC)OC2 (centres undefined)	0.0%	2%	-1.8%	-4%	-36%	0.2%	-0.8%	-2%	2%
CCC(=Nc1ccccc1)C1=C(O)CCCC1=O	0.3%	14%	-2.1%	·	-11%	0.2%	0.3%	-2%	7%
COCCN1C(=O)c2ccc(C(=O)NCc3ccco3)cc2C1=O	0.3%	3%	1.8%	-6%	-46%	0.2%	0.2%	8%	-23%
Cc1ccc2c(c1)/C(=C/c1ccccc1F)C(=O)N2	-0.2%	18%	-4.6%	-3%	2%	2.3%	-0.4%	12%	6%
CCN(CC)C(=O)C(C)N(C#N)c1nc(C)cc(C)n1 (centres undefined)	-0.3%	-40%	-1.8%	-5%	-8%	-0.2%	0.6%	-1%	-12%
CNC(=O)CSc1nnc(-c2ccco2)n1-c1cc(C)ccc1C	0.2%	5%	-3.8%	-3%	-2%	-0.5%	0.3%	6%	5%	NS5 inhibitors pilot replicate=1.8
COc1ccccc1C(=O)NC(=S)Nc1cc(C(=O)O)ccc1C	0.0%	10%	-3.5%	1%	-13%	1.3%	9.5%	-11%	2%

An excerpt; count on the stated rates, not on these rows.
